SW480 rereplic = DNA re-replication induction in SW480 cells; Potency, µM (highest dose often 46.1 µM), for the others: at the highest dose re-replication activation, most hits filed as activators; SW480 DNA re-replication, Hoechst DNA content imaging, 48 h; actives 1.8% (n = 340,000); further: % of control where 0% means no effect; nearly all actives have a fitted effect of over 55% in size
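Image-based DNA-content assay: after two days of treatment, nuclei were labelled with the DNA dye Hoechst and imaged, and hits were compounds raising the count of nuclei showing high fluorescence intensity.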
HT1080-NT tox = kills 2HG-producing HT-1080-NT fibrosarcoma cells; Potency, µM (titrated, usually from 46.1 µM), without a hit: at the top dose activity, negative = less viability, most hits filed as cytotoxic; actives 1.6% (n = 360,000); HT-1080-NT fibrosarcoma viability, CellTiter-Glo ATP luminescence, 48 h;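 further: NT is the 2HG producing partner of a matched IDH1 knockdown line; 0% = DMSO-treated cells and -100% = media-only wells without cells; nearly all actives have a fitted effect of over 55% in size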
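Luminescent CellTiter-Glo readout after 48 hours of compound exposure at 37 degrees C defined viability of HT-1080-NT cells. Activity was normalized to DMSO wells and cell-free media wells; concentration-response curves were fitted and assigned curve classes.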
KB-3-1 cytotox = KB-3-1 parental cell cytotoxicity; KB-3-1 viability, CellTiter-Glo ATP luminescence, 72 h; actives 1.4% (n = 400,000); Potency, µM (doses to about 46.1 µM), for the others: at the top dose activity change, negative = cytotoxic, most hits filed as cytotoxic; further: on the % scale 0 is the no-effect control and ±100 the full control effect; nearly all actives have a fitted effect of over 60% in size
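KB-3-1 parental drug-naive adenocarcinoma cells in DMEM/10% FBS, incubated 72 h at 37 C with pin-transferred compounds across a concentration series. Viability by CellTiter-Glo luminescence; concentration-response curves fitted after normalization.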
KB-V1 MDR tox = kills drug-selected multidrug resistant KB-V1 cells | KB-V1 MDR cells viability, CellTiter-Glo, 72 h | Potency, µM (series often up to 46.1 µM), inactives show top-dose activity change, negative = cytotoxicity, usual class: cytotoxic | actives 3.4% (n = 400,000) | AID 1347076; further: on the % scale 0 is the no-effect control and ±100 the full control effect; nearly all actives have a fitted effect of over 60% in size
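Potencies derive from concentration-effect curves fitted to normalized luminescence (CellTiter-Glo) of KB-V1 cells treated for 72 h at 37 degrees C in phenol-red-free DMEM containing 10% FBS.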
GLP-1R inv ag = GLP-1 receptor (human) inverse agonism; HEK293 GLP-1R CRE-luciferase, luminescence, 24 h; GLP-1R form is constitutively active; Potency, µM (titrated, usually from 38.3 µM), without a hit: at the highest dose activity change, negative = inhibition, most hits filed as inhibitors; actives 1.6% (n = 410,000); further: on the % scale 0 is the no-effect control and ±100 the full control effect; nearly all actives have a fitted effect of over 55% in size
Target sequence (P43220 whole entry, looked up): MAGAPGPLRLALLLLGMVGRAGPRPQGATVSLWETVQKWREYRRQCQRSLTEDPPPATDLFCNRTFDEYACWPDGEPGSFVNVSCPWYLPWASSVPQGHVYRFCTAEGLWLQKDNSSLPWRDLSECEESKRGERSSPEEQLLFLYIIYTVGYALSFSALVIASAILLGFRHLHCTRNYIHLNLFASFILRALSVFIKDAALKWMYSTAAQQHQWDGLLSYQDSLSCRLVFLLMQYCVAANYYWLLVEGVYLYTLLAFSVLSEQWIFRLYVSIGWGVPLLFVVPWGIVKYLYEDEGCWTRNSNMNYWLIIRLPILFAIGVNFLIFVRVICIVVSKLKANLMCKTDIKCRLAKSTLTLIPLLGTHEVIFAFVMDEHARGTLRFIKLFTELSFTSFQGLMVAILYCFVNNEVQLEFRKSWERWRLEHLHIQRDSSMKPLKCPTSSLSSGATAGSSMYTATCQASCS
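Cells are plated, allowed 12 hours at 37 deg C, then treated with compounds for 24 hr before luciferase detection reagent is added and luminescence is read after 12 min at room temperature. The HEK293 line carries constitutively active GLP-1R with a cAMP-responsive reporter.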
HT1080 IDH1KD tx = toxicity to HT-1080 IDH1 knockdown cells (counter line) | Potency, µM (highest dose often 46.1 µM), for the others: at the highest dose activity, negative = toxicity, actives largely listed as cytotoxic | AID 686971 | HT-1080 IDH1 knockdown viability, ATP luminescence, 48 h | actives 2% (n = 360,000);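 further: 0% = DMSO wells and -100% = cell-free medium wells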
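In this qHTS, HT-1080 cells depleted of IDH1 are exposed for 48 h at 37 °C to compound titrations. Toxicity is scored from CellTiter-Glo luminescence, with DMSO as full viability and medium alone as none.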
GLP-1R agonist = GLP-1 receptor (human) agonism; actives 0.007% (n = 380,000); AID 624172; Potency, µM (doses to about 45.6 µM), inactives show at the highest dose activation, actives largely listed as activators; HEK293 GLP-1R CRE-luciferase, luminescence, 4-6 h; cells express a hypersensitive GLP-1R form; further: % of control where 0% means no effect
TDP43 rescue = rescues yeast growth from TDP-43 toxicity | TDP-43 expressing yeast growth rescue, BacTiter-Glo, 24 h | Potency, µM (series often up to 46.1 µM), for inactives: at the top dose growth rescue (activation), most hits filed as activators | actives 1.8% (n = 410,000); further: % of control where 0% means no effect; nearly all actives have a fitted effect of over 50% in size
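Cell-based yeast growth screen: TDP-43 expression induced in galactose, inoculum OD600=0.02 after raffinose pregrowth to mid-log. Read-out BacTiter-Glo luminescence at 24 hr, 30 deg C; inhibition of toxicity seen as signal increase.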
GLP1R cytotox = cytotoxic in the GLP-1 receptor inverse agonist counter-screen; HEK293 cAMP-luciferase reporter cells, luminescence, 24 h; Potency, µM (titrated, usually from 38.3 µM), for inactives: top-dose activity change, negative = inhibition, usual class: inhibitors; actives 0.13% (n = 410,000);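 further: loss of luciferase light is scored as toxicity; on the % scale 0 is the no-effect control and ±100 the full control effect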
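To flag toxic compounds, the library was rerun on cells for 24 hr at 37 deg C and 5% CO2. Viability-linked luminescence was captured 12 min after adding luciferase detection reagent.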
* = called active by the depositor; ? = inconclusive; · = no result given; & = joins results of further samples; [ ] = remark or other dose. The call rests on the fitted dose curve; in most records, active means well fitted curve in the direction sought with a large enough effect; inconclusive means small, poorly fitted or top-dose-only effect, or another doubt; inactive means no such curve, though single readings can be large; an effect the other way counts as inactive or inconclusive. Potency means the concentration at half of the fitted maximal effect.

A first look:
SMILES | SW480 rereplic | HT1080-NT tox | KB-3-1 cytotox | KB-V1 MDR tox | GLP-1R inv ag | HT1080 IDH1KD tx | GLP-1R agonist | TDP43 rescue | GLP1R cytotox
O=C(COC(=O)c1ccccc1C(=O)c1ccccc1)c1ccco1 | -9% | -20% | 1% | ? | 0% | 4% | 3% | -14% | 2%
CCOC(=O)C1Nc2c(F)cc(C)cc2C2c3ccccc3CC12 (stereo not drawn) | 8%[9.22 µM] | -14% | -27% | 11% | 10µM* | -13% | -4% | ? | 26%
CSc1ncc(Cl)c(C(=O)NCc2cccnc2)n1 | 0% | 2% | 2% | 2% | 9% | 3% | 5% | 3% | 0%
C/C(=N\NC(=O)c1ccc(N(C)C)cc1)c1ccc(C)cc1C | -3% | ? | 7% | -11% | ? | -23% | 12% | ? | ?

All compounds of this part, previewed entries included:
SMILES | SW480 rereplic | HT1080-NT tox | KB-3-1 cytotox | KB-V1 MDR tox | GLP-1R inv ag | HT1080 IDH1KD tx | GLP-1R agonist | TDP43 rescue | GLP1R cytotox
O=C(COC(=O)c1ccccc1C(=O)c1ccccc1)c1ccco1 | -9% | -20% | 1% | ? | 0% | 4% | 3% | -14% | 2%
CCOC(=O)C1Nc2c(F)cc(C)cc2C2c3ccccc3CC12 (stereo not drawn) | 8%[9.22 µM] | -14% | -27% | 11% | 10µM* | -13% | -4% | ? | 26%
CSc1ncc(Cl)c(C(=O)NCc2cccnc2)n1 | 0% | 2% | 2% | 2% | 9% | 3% | 5% | 3% | 0%
C/C(=N\NC(=O)c1ccc(N(C)C)cc1)c1ccc(C)cc1C | -3% | ? | 7% | -11% | ? | -23% | 12% | ? | ?
Cc1nc(NC(=O)COC(=O)c2ccc(S(=O)(=O)N3CCc4ccccc4C3)cc2)c(Cl)cc1Cl | -5% | 17% | 23% | 3% | 12% | 17% | 6% | 12% | 1%
COc1cccc(-c2c(C(=O)O)cc(O)c3ccc(OC)cc23)c1 | -4% | 3% | 3% | 5% | 8% | -1% | -1% | -7% | -9%
Cc1ccccc1NC(=O)c1ccc2ccccc2c1 | -5% | 2% | -2% | -2% | ? | -4% | 0% | ? | 4%
Cc1ccc(-c2noc(CCC(N)=O)n2)cc1 | -11% | 1% | 7% | 0% | 77%[activator] | 17% | -3% | -3% | 0%
COc1ccc(N2C(=O)CCC2=O)c(OC)c1 | 2% | 16% | 16% | ? | -9% | -9% | -12% | 12% | -3%
O=C(NCc1nc2ccccc2[nH]1)c1cccc(S(=O)(=O)N2CCCCC2)c1 | -7% | -1% | -2% | -17% | ? | -2% | -2% | 19% | 1%
O=C(O)CN1C(=O)C2C3C=CC(C2C1=O)C1C(=O)N(CC(=O)O)C(=O)C31 (stereo not drawn) | -1% | -6% | 3% | -18% | 6% | -1% | -1% | -5% | -4%
Cc1cccc(CCNC(=O)c2cc3c(s2)-c2c(C)cccc2OC3)c1 | · | · | 3% | 15% | ? | · | · | 3% | 1%
Cc1nc2n[nH]c(N)c2c2c1COC(C)(C)C2 | -12% | 6% | 20% | 2% | 21% | -6%[9.24 µM] | 14% | 3% | 22%
Cc1cc(C)nc(SCC(=O)N(C)CC(=O)Nc2c(Cl)cccc2Cl)n1 | ? | 4% | 14% | 14% | -14% | -3% | 8% | -18% | 5%
CCCCP(=O)(CCCC)CCP(=O)(c1ccccc1)c1ccccc1 | -4% | 3% | -2% | 6% | -17% | 10% | 2% | 13% | 1%[1.53 µM]
COc1ccc2c(c1)Sc1ccccc1N2 | -1% | -11% | ? | ? | -12% | ? | 12% | 21% | 1%
O=C(N/N=C/c1c(O)ccc2ccccc12)c1cccnc1 | 0.82µM* | ? | ? | ? | 1% | ? | 1% | -23% | 85%[activator]
CS/C(=N\S(=O)(=O)c1cccs1)Nc1ccc(N2CCOCC2)cc1 | -3% | 8%&0% | -16%&0% | ? | 4%&-29% | 2%&-3% | -12%&-3% | -4%&9% | ?
COc1ccc(OC)c(S(=O)(=O)CC(=O)c2cc3ccc(OC)cc3oc2=O)c1 | -3% | 0% | -5% | 0% | 11% | 0% | -7% | 4% | 0%
CCc1nc(SCC(=O)N2CCN(C(=O)c3ccco3)CC2)c2c3c(sc2n1)CCCC3 | 3% | -12% | 0% | ? | -28% | ? | 0% | -10% | -15%
COc1ccc(CNc2nc3nc(C)cc(C)n3n2)cc1 | -19% | 15% | 15% | -23% | 0% | 9% | -1% | -11% | -5%
Cc1cc(C(=O)Nc2cccc(/C=C/C(=O)O)c2)c(C)o1 | -2% | 9% | 6% | -16% | 66%[activator] | 1% | 2% | -6% | 4%
CCC(C)C(CO)NCCCn1ccc(NC(=O)OCc2ccccc2)nc1=O (stereo not drawn) | · | -14% | 0% | 20% | 4% | -4% | 0% | 4% | 5%
CC1CCCCC1NS(=O)(=O)c1ccc(-n2cnnn2)cc1 (stereo not drawn) | -1% | -7% | 0% | -1% | 3% | -7% | 0% | 3% | -17%
COc1ccc(C(CNS(=O)(=O)c2ccc(NC(C)=O)c(OC)c2)N2CCCCC2)cc1 (stereo not drawn) | 2% | 2% | 0% | 21% | 5% | -2% | 5% | 11% | -9%
CCCn1c(SCC(=O)NC2CCCCC2)nnc1C1CC1 | ? | 9% | -24% | -18% | 29% | 13% | -9% | 23% | 7%
COCCNC(=O)C1(C)CCCN(C(=O)c2cccc(Cl)c2)C1 (stereo not drawn) | · | -1% | 0% | 23% | -19% | 0% | -2% | -11% | 2%
CC(=O)N1CCSc2ccc(S(=O)(=O)NCc3ccc(F)cc3)cc21 | ? | -17% | ? | ? | 7% | -12% | 3% | 9% | -4%
CCOC(=O)C(CC)Sc1nc2c(cnn2-c2ccc(F)cc2)c(=O)[nH]1 (stereo not drawn) | -10% | -4% | 0% | -2% | 25% | -8% | 6% | -2% | 1%
Cc1nc2cc(-c3ccccc3)nn2c(C)c1CCC(=O)N1CCN(c2ccc(F)cc2)CC1 | · | · | -2% | -5% | 14% | · | 0% | 29% | 0%
CCOC1=C2[C@@H](CN(S(=O)(=O)c3ccc(C)cc3)[C@H]2c2ccccc2)[C@H]2C(=O)N(c3ccccc3)C(=O)[C@H]2C1 | · | ? | 0% | 7% | 11% | 8% | -1% | 0% | 3%
O=C(CCS(=O)CCC(=O)NCc1ccccc1)NCc1ccccc1 | -1% | 0% | -2% | 4% | 13% | 0% | -8% | -13% | -1%
CC(C)(C)c1ccc(C(=O)N/C(=C\c2cccs2)C(=O)NCc2ccco2)cc1 | 9% | 7% | ? | ? | ? | -9% | -8% | 0% | -4%
CC(C)n1c(-c2ccc(C(C)(C)C)cc2)n[nH]c1=S | 4% | -26% | -6% | 0% | 6% | -23% | 0% | 25% | 3%
Cc1ccc(NC(=O)C(=O)NCCOc2ccccc2Cl)cc1 | -57%[inhibitor] | -1% | -1% | ? | 10% | -3% | 6% | 23% | 11%
Clc1ccc(Nc2ncnc3c2cnn3-c2ccccc2)cc1 | -1% | -11% | -17% | ? | ? | -8% | -4% | 12% | -33%
CC(C(=O)Nc1cccnc1)N1C(=O)c2ccccc2C1=O (stereo not drawn) | 1% | -3% | 8% | 6% | -1% | 5% | -6% | -18% | -16%
Cc1cccc(N=Nc2c(C)[nH]n(-c3ccccc3)c2=O)c1 | -7% | 4% | 4% | -20% | 14%[7.66 µM] | 8% | 4% | 21%[9.22 µM] | 17%[7.66 µM]
Cc1cccc(-n2nc3c(c2NC(=O)C(C)C)CS(=O)(=O)C3)c1C | 3% | 21% | 0% | -13% | 5% | 20% | 0% | 4% | ?
Cc1cc(C)cc(C(=O)NCC(=O)OCc2nc(N)nc(Nc3ccccc3C)n2)c1 | 3% | 4% | 2% | 0% | -7% | 0% | 7% | 15% | -1%
CC(C)C(NS(=O)(=O)c1cccs1)C(=O)NCCN1CCN(c2ccccc2)CC1 (stereo not drawn) | -7% | 12% | 2% | 7% | 6% | 15% | -3% | 17% | 2%
O=C(NC1CCCC1)c1cccc(NC(=O)c2ccco2)c1 | -6% | -1% | -28% | 9% | -4% | 5% | 14% | 8% | -8%
C#CCOCCOCCOCCNc1nc(N2CCN(C(=O)C([C@@H](C)CC)n3cc(C(N)CO)nn3)CC2)nc(N2CCN(C(=O)[C@H](CCC(=O)O)n3cc(C(N)CC(C)C)nn3)CC2)n1 (stereo partly drawn) | -10% | -2% | 6% | 11% | 7% | -1% | 3% | 9% | -7%
CCOC(=O)C/C(C)=N\Nc1nc(-c2ccccc2)cs1 | 2% | 7% | 8% | -14% | ? | 5% | 1% | -1% | 3%
O=C(Nc1ccccc1-c1ccccc1)c1ccccc1 | ? | 12% | -5% | -3% | ? | 8% | 5% | ? | 0%
Cc1cc([N+](=O)[O-])nn1CCC(=O)NC1CCCCCC1 | 0% | 15% | -4% | 0% | 0% | -1% | 8% | -31%[inhibitor] | 0%
CCn1cc(/C=C(\NC(=O)c2ccccc2)C(=O)NCCCN2CCOCC2)c2ccccc21 | -1% | -3% | 23% | ? | 4% | 11% | 2% | -1% | -7%
CN(C)S(=O)(=O)c1cccc(COC(=O)c2ccc(Cl)cc2O)c1 | -17% | -22% | -12% | -21% | -1% | -25% | 3% | 0% | 7%
N#C/C(=C\c1c(F)cccc1Cl)S(=O)(=O)c1ccccn1 | -15% | 18% | 9% | 1% | 0% | 15% | 2% | 7% | -8%
O=c1cc(N2CCC3(CC2)OCCO3)[nH]c(=O)n1-c1ccc(Br)cc1 | -6% | 11% | 5% | 5% | 0% | 0% | -8% | -17% | -12%
COc1ccccc1NC(=S)NC(=O)c1ccc(-c2ccc(Cl)cc2)o1 | -1% | 0% | 2% | -12% | -10% | 7% | -7% | -13% | -8%
CCOC(=O)c1c(C)nsc1NC(=O)c1ccco1 | 4% | 14% | -8% | 0% | 39%[activator] | 15% | 2% | ? | -4%
CC[C@@H](NS(=O)(=O)c1ccc(C)cc1)C(=O)Oc1ccc2c3c(c(=O)oc2c1)CCC3 | 1% | 9% | 13% | 11% | -1% | 3% | -4% | ? | 72%[activator]
CCn1c(C)c(C)c2cc(C(=O)NCCc3ccc(C)cc3)ccc21 | · | · | 6% | 0% | ? | · | · | 5% | -4%

Screening results: PubChem, National Center for Advancing Translational Sciences (NCATS)

No enrichment for hits, and some 9.4% of all compounds hit somewhere here.
